AMA1-RON2 inh = inhibitors of Plasmodium falciparum AMA1-RON2 interaction; AlphaScreen AMA1-biotinylated RON2 peptide binding; Potency, µM (doses to about 58.2 µM), for inactives: at the top dose activity change, negative = inhibition, actives largely listed as inhibitors; actives 0.2% (n = 360,000); AID 720542;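 also: potency is read from the fitted curve at half-maximal effect; 0% = vehicle wells and -100% = peptide control; nearly all actives have a fitted effect of over 45% in size; some results filed as inactive show a strong effect at the top dose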
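AMA1 (3D7) with his tag at 25 nM final met compounds first, then biotinylated RON2 peptide at 25 nM; detection used donor plus acceptor beads, 10 µg/mL apiece, read by AlphaScreen after 30 min at room temperature.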
Cycloheximide cs = affects cycloheximide protein synthesis inhibition readout, counter-screen. cell reporter, cycloheximide protein synthesis inhibition counterscreen. max response, %. actives 12% (n = 300,000). AID 2314; in the data active = max response mostly above about 13%, no sharp cut-off; inactive = mostly below about 14%; also: read at 38.3 µM for the half of the compounds with a filed dose; 0% is about no effect
Pf growth 48h = inhibits P. falciparum growth in the first generation, 48 h. P. falciparum luciferase growth in erythrocytes, 48 h. Potency, µM (highest dose often 28.7 µM), inactives show at the top dose activity change, negative = inhibition, most hits filed as inhibitors. actives 5.9% (n = 310,000). AID 504832; also: potency is read from the fitted curve at half-maximal effect; % is scaled to controls: 0 for no effect and ±100 for the full control effect
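Cell-based growth assay: transgenic P. falciparum expressing firefly luciferase, cultured in red cells within RPMI 1640 containing 0.5% w/v Albumax, 24 mM bicarbonate and gentamycin. A drop in luciferase activity indicates inhibition.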
LmPK inh = LmPK (Leishmania mexicana) enzyme inhibition; AID 1721; Q27686; purified LmPK, Kinase-Glo ATP luminescence, 1 h; Potency, µM (series often up to 57.5 µM), inactives show at the highest dose activity change, negative = inhibition, usual class: inhibitors; actives 0.37% (n = 290,000); also: potency is read from the fitted curve at half-maximal effect; % is scaled to controls: 0 for no effect and ±100 for the full control effect
Target sequence (Q27686 whole entry, looked up): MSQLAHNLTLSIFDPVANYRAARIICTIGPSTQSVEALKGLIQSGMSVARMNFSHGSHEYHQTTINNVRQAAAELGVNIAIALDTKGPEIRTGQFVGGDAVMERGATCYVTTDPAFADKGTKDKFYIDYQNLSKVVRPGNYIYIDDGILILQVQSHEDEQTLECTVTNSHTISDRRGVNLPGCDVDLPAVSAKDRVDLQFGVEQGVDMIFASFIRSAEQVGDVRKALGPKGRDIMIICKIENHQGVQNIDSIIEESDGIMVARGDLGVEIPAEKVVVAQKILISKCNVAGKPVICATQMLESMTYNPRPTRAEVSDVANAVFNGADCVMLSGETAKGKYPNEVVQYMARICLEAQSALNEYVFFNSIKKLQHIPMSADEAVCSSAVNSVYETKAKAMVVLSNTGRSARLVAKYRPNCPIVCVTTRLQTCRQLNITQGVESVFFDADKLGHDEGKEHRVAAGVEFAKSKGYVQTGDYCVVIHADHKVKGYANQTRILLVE
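Kinase-Glo luminescence read after 1 h RT reaction of 0.1 nM LmPK with 0.5 mM PEP and 0.1 mM ADP. Activity scaled between uninhibited and enzyme-free controls.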
Shiga inhibitor = Shiga toxin inhibition | AID 2315 | actives 9.2% (n = 290,000) | Vero cells, Shiga toxin protein synthesis inhibition reporter | inhibition, % at 38.7 µM; in the data active = inhibition mostly above about 28%, no sharp cut-off; inactive = mostly below about 43%; also: 0% is about no effect
Tb PYK inh = blocks Trypanosoma brucei pyruvate kinase; TbPYK enzyme, Kinase-Glo Plus ATP luminescence, 45 min; Potency, µM (titrated, usually from 76.8 µM), inactives show at the highest dose activity, negative = inhibition, hits mostly inhibitors; actives 0.12% (n = 410,000); also: potency is read from the fitted curve at half-maximal effect; % is scaled to controls: 0 for no effect and ±100 for the full control effect; nearly all actives have a fitted effect of over 50% in size
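Enzyme and substrate buffer are dispensed first and compound is pin-transferred. ADP at 130 uM final then starts the reaction, which runs 45 min at room temperature. Detection reagent is added for 10 min before luminescence is imaged.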
Pf growth 96h = inhibits malaria parasite growth, 96 h | P. falciparum luciferase reporter growth, 96 h | Potency, µM (highest dose often 28.7 µM), for inactives: at the top dose activity change, negative = inhibition, actives largely listed as inhibitors | actives 6.9% (n = 320,000) | AID 504834; also: potency is read from the fitted curve at half-maximal effect; % is scaled to controls: 0 for no effect and ±100 for the full control effect
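Infected RBCs, 2% Hct / 0.05% parasitemia final; luciferase-reporter P. falciparum; cpd 96 h, 37 C, 5% CO2; luciferase detection reagent; luminescence.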
* hit, by the source's call; ? = inconclusive; nt = not tested or not shown; + = active, no number; [ ] = another dose, or the depositor's remark. Unless noted, calls follow the shape of the dose curve; as a rule, active = well fitted curve in the direction sought with a large enough effect; inconclusive = small, poorly fitted or top-dose-only effect, or another doubt; inactive = no such curve, though single readings can be large; an effect the other way counts as inactive or inconclusive. Hits appear at their usual frequency. About 21% of those tested had a hit in this group.

SMILES	AMA1-RON2 inh	Cycloheximide cs	Pf growth 48h	LmPK inh	Shiga inhibitor	Tb PYK inh	Pf growth 96h
Cc1c(Br)c([N+](=O)[O-])nn1CC(=O)NC1CCCCCC1	-3%	8	-12%	4%	-4	-5%	1.5µM*
CN1CCN(NC(=O)c2ccc(Cl)c(S(=O)(=O)Nc3ccc(Cl)cc3)c2)CC1	3%	1	-6%	4%	-9	3%	10%
O=C(NN1CCOCC1)c1cc(-c2ccccc2)nc2ccccc12	6%	-3	-2%	0%	1	-4%	9%
COc1cccc(CNc2ncnc3cc(OC)c(OC)cc23)c1	0%	-2	?	1%	2	-7%	?
CC1(C)COC(/C=C/c2ccc([N+](=O)[O-])cc2)=N1	-4%	56*	?	4%	84*	-2%	-10%
COCCCNCC(O)COc1ccccc1F (configuration not stated)	23%	-3	16%	0%	8	19%	-35%
CN(C)c1ccc(/C=N/NC(=O)c2ccco2)cc1	-1%	41*	80%[activator]	16µM*	73	-19%	481%[activator]
COc1ccc(S(=O)(=O)Nc2ccc3c(c2)OCCO3)cc1OC	-9%	23*	4%	3%	65*	4%	0%
COc1ccc(NC(=O)CN(Cc2ccco2)Cc2ccco2)cc1S(=O)(=O)N1CCCCC1	-2%	nt	?	nt	nt	-9%	-89%
COc1ccc(S(=O)(=O)N2CCC(C(=O)NCc3ccncc3)CC2)cc1C	-2%	-4	2%	1%	-12	-2%	237%[activator]
Cc1cccc(C)c1NC(=O)NC1(C(=O)NCc2ccncc2)CCCCC1	5%	-4	5%	4%	-6	1%	?
CCOc1cc(C2C(C(C)=O)=C(C)Nc3ncnn32)ccc1O (configuration not stated)	-1%	-4	-11%	-3%	-1	-2%	25%
CC(=O)Nc1ccc(-c2cn3cc(C)ccc3n2)cc1	0%	42*	155%[activator]	-12%	61*	1%	145%[activator]
NNC(=O)Nc1cccc(C(F)(F)F)c1	18%	7	15%	5%	10	-4%	?
O=C(Cn1c(=O)n(CC(=O)NCc2ccccc2)c2ccccc21)NCc1ccccc1	-9%	-3	-13%	3%	14	0%	26%
Cc1cccc2[nH]c3c(N4CCN(C(=O)c5ccco5)CC4)ncnc3c12	-13%	-3	?	-1%	-5	2%	?
Cc1c(C(=O)OCC(=O)Nc2ccc(N3CCOCC3)cc2)oc2ccccc12	9%	nt	-10%	nt	nt	-11%	14%
O=C(N/N=C/c1ccncc1)c1ccc(NC(=O)c2cccc(Cl)c2)cc1	-12%	13	?	-1%	-5	0%	2%
O=C(/C=C/c1ccco1)Nc1nnc(-c2ccco2)s1	-2%	14*	39%[activator]	-1%	48	2%	17%
CCC(C)(C)NC(=O)C(c1ccncc1)N(Cc1ccc(C)cc1)C(=O)c1csnn1 (configuration not stated)	25%	-3	-30%	4%	11	-4%	4.7µM*
Cc1nc2ccc(NC(=O)CCS(=O)(=O)c3ccccc3)cc2s1	10%	47*	?	-4%	94*	9%	?
O=C(N/C(=C/c1ccccc1F)C(=O)N1CCCCC1)c1ccccc1	-13%	0	-38%	3%	-5	-10%	23%
CCCN(N=Nc1cccc([N+](=O)[O-])c1)c1cccc([N+](=O)[O-])c1	-10%	-5	-23%	4%	-12	0%	nt
CCCOc1ccc(Cc2nc(N)nc(N)n2)cc1	-8%	-2	-7%	6%	9	2%	nt
CCn1c(SCC(=O)Nc2ccc(OC)c(OC)c2)nnc1-c1c[nH]c2ccccc12	-4%	6	?	0%	13	-4%	12µM*

Additional entries.
SMILES	AMA1-RON2 inh	Cycloheximide cs	Pf growth 48h	LmPK inh	Shiga inhibitor	Tb PYK inh	Pf growth 96h
Cc1cccc(C(=O)NNC(=O)c2c(-c3ccccc3Cl)noc2C)c1O	82%[activator]	1	19%	-7%	-8	1%	10%
CCn1ccc(C(=O)N2CCN(c3ncccn3)CC2)n1	-2%	-1	5%	-3%	17	6%	20%
Nc1ccc(C(=O)Nc2cccc3ncccc23)cc1	15%	2	2%	0%	11	0%	-5%
O=C(NCC(=O)N(Cc1ccco1)C(C(=O)NC1CCCCC1)c1cccnc1)c1cccs1 (configuration not stated)	-22%	-5	-10%	-2%	33	4%	nt
ONC=Nc1cccc2nonc12	-4%	-8	10%	-1%	-7	0%	39%[activator]
Cc1ccc2c(C)c(C(=O)Nc3ccc(S(N)(=O)=O)cc3)oc2c1C	14%	-2	22%	3%	-8	8%	-12%
O=C(Nc1ccon1)C(Sc1ccccc1)c1ccccc1 (configuration not stated)	-1%	-4	-3%	9%	-2	-4%	-1%
C#CCOCCOCCOCCNc1nc(N2CCN(C(=O)C(Cc3ccc(O)cc3)n3cc(C(N)CC(C)C)nn3)CC2)nc(N2CCN(C(=O)C(Cc3ccc(O)cc3)n3cc(C(N)C(C)CC)nn3)CC2)n1 (configuration not stated)	5%	-2	?	3%	-11	-2%	?
COCCCNC(=S)NNC(=O)Cn1nc(C)c(Br)c1C	48%[activator]	-2	26%	-3%	-7	-15%	9.3µM*
CCN(C(=O)COC(=O)c1ccc2[nH]c3c(c2c1)CCCC3)C1CCS(=O)(=O)C1 (configuration not stated)	-11%	-2	3%	-1%	-8	2%	-7%
O=S(=O)([N-]c1nc2ccccc2nc1-n1cc[n+](Cc2ccccc2)c1)c1ccccc1	-6%	10	-25%	-1%	-3	4%	-6%
CSc1cccc(NC(=O)CCC(=O)O)c1	-2%	7	17%	-3%	12	-1%	18%
CCn1c(CNC(=O)c2ccc(OC)cc2)nnc1SC	-3%	-5	nt	14%	6	3%	-4%
COc1cc(CNc2ncc(-c3ccc(Cl)cc3)n2C)cc(OC)c1OC	-1%	-2	?	0%	nt	-8%	0%
COc1cc(/C=N/NC(=O)CN2CCCCC2)ccc1OCc1ccccc1	9%	28*	-3%	-2%	+	-2%	3%
CSc1ccc(/C=N/N2CCN(C)CC2)cc1	-1%	29*	341%[activator]	-14%	72	-6%	68%[activator]
NCCCC(N)CC(=O)NCC1NC(=O)C(CO)NC(=O)C(N)CNC(=O)C(C2CCN=C(N)N2)NC(=O)/C(=C/NC(N)=O)NC1=O (configuration not stated)	nt	nt	1%	nt	nt	2%	-20%
CCCN(CCC)CCCNC(=S)Nc1ccc2nc(N3CCN(C)CC3)cc(C)c2c1	-6%	-3	-54%	0%	-3	1%	?
Brc1ccccc1OCCCCn1cnc2ccccc21	-11%	26*	-16%	1%	42*	2%	?
O=C(COC(=O)c1nc(Cl)ccc1Cl)Nc1ncc(Cl)cc1Cl	-16%	nt	31%[activator]	nt	nt	9%	76%[activator]
CNC(=O)COC(=O)c1cc(NC(=O)c2ccco2)c(OC)c(OC)c1	-14%	-3	nt	1%	-6	3%	-21%
O=C(O)CSc1ncnc2nc[nH]c12	-6%	-7	nt	-5%	-17	-10%	-19%
COc1cc(OC)c(NC(=O)C2CCCN2C(=O)OCc2ccccc2)cc1Cl (configuration not stated)	-8%	-2	?	4%	-6	0%	-25%
O=C(c1cc(COc2ccc3ncccc3c2)on1)N1CCCC1	-13%	33*	37%[activator]	-9%	40*	0%	?
COc1ccc(OCCCON2C(=O)c3ccccc3C2=O)cc1	5%	-3	-6%	-1%	12	0%	?

Going on with the list.
SMILES	AMA1-RON2 inh	Cycloheximide cs	Pf growth 48h	LmPK inh	Shiga inhibitor	Tb PYK inh	Pf growth 96h
O=C(c1cccc(C(F)(F)F)c1)C1CCCN(C(=O)C2CCOCC2)C1 (configuration not stated)	-8%	14*	-11%	0%	4	5%	5%
O=C(CN1CCN(c2ccccc2)CC1)Nc1nccs1	1%	-2	20%	0%	-11	5%	-2%[5.75 µM]
O=C(NCc1ccc(Cl)cc1)c1cc2c(nc3sccn32)s1	3%	-1	-16%	1%	16	-24%	8%
Cc1ccc(OCc2nnc(SCC(=O)N3c4ccccc4Sc4ccc(Cl)cc43)o2)cc1	16%	2	-20%	2%	-5	-10%	21%
COc1cccc(C2C(C(=O)/C=C/c3ccco3)=C(O)C(=O)N2CCN2CCOCC2)c1 (configuration not stated)	-9%	-14	-3%	7%[11.5 µM]	-11	-12%	9%
Cc1sc2nc3c(SC(C)C(=O)O)cc(C(=O)c4ccccc4O)cn3c(=O)c2c1C (configuration not stated)	-7%	-2	-15%	13%	16	2%	?
COc1ccc(NS(=O)(=O)c2ccc(OC)c(OC)c2)cc1OC	1%	-4	-8%	2%	20	-11%	9%
O=C(CSc1nc(-c2ccco2)cc(C(F)(F)F)n1)Nc1ccc2c(c1)OCO2	-9%	1	-1%	3%	3	5%	7%
COCCNC(=O)CSc1nnc(-c2ccccc2F)n1Cc1ccccc1	-5%	-1	-1%	1%	-4	-12%	1%
COc1cccc(-c2nnc(NC(=O)C3CCCCC3)o2)c1	117%[activator]	-5	nt	4%	-12	2%	-5%
Nc1ncnc2c1ncn2C1CCC(CO)C(O)C1 (configuration not stated)	-1%	-4	-1%	-1%	1	-2%	29%
O=C1CN(S(=O)(=O)c2ccc([N+](=O)[O-])cc2)CC(=O)N1	21%	-4	41%[activator]	-2%	-8	-4%	12µM*
Cc1ccc(/C=C/C(=O)OCC(=O)Nc2cccnc2Cl)cc1	3%	nt	1%	nt	nt	-2%	28%
COc1ccc(Cl)cc1NC(=O)C1CC(=O)N(c2ccc(F)cc2)C1 (configuration not stated)	-3%	-2	8%	3%	-3	-1%	?
Oc1ccc(CNc2ccc(F)cc2)c2cccnc12	?	1	?	18%	62	-11%	?
Clc1ccccc1Nc1ncnc2c1nnn2Cc1ccccc1	-8%	12	-7%	2%	14	-2%	?
C=CCc1ccccc1OCC(O)CN1C(=O)c2ccccc2C1=O (configuration not stated)	0%	1	6%	-4%	-2	1%	-27%
CCOc1ccc(C(C)=O)cc1CSc1nnc(N)s1	2%	-1	-4%	0%	-11	-6%	-15%
CC(CN1CCC(n2nccc2NC(=O)C2CCCC2)CC1)c1ccccc1 (configuration not stated)	11%	-1	34%[activator]	-3%	-13	12%	9.3µM*
Cc1ccc(SCC(=O)NNC(=O)c2ccc(S(C)(=O)=O)cc2)cc1	70%[activator]	5	35%[activator]	-5%	-7	-18%	49%[activator]
Clc1ccc(-c2nc3ncccn3c2Nc2ccc3c(c2)OCO3)cc1	0%	29	4.1µM*	4%	-3	3%	4.1µM*
O=C(N/N=C/c1ccc[nH]1)c1ccc(COc2cccc3cccnc23)cc1	14%	34*	10µM*	4%	39	-4%	?
Cc1nc2ccccc2c(=O)[nH]1	25%	-9	nt	-5%	-4	8%	nt
O=C(CCn1c(=O)c2ccccc2n(CC(=O)NC2CCCC2)c1=O)NCc1ccco1	3%	2	3%	-1%	-5	-1%	nt

An excerpt from above in order of count of non-hydrogen atoms, smallest number first.
SMILES	AMA1-RON2 inh	Cycloheximide cs	Pf growth 48h	LmPK inh	Shiga inhibitor	Tb PYK inh	Pf growth 96h
Oc1ccc(CNc2ccc(F)cc2)c2cccnc12	?	1	?	18%	62	-11%	?
COc1ccc(NS(=O)(=O)c2ccc(OC)c(OC)c2)cc1OC	1%	-4	-8%	2%	20	-11%	9%
Cc1ccc(SCC(=O)NNC(=O)c2ccc(S(C)(=O)=O)cc2)cc1	70%[activator]	5	35%[activator]	-5%	-7	-18%	49%[activator]
O=C(N/N=C/c1ccc[nH]1)c1ccc(COc2cccc3cccnc23)cc1	14%	34*	10µM*	4%	39	-4%	?
